Source: PubChem
MmCpn inh – Inhibitors of TCP-1 ring complex (TRiC) of Methanococcus maripaludis (MmCpn): qHTS; Potency, µM (series often up to 76.9 µM), for the others: at the highest dose activity, negative = inhibition, hits mostly inhibitors; AID 504842, 2011; purified Mm-Cpn ATPase, ADP Transcreener TR-FRET; 330,000 compounds, 0.031% hits; also: potency is read from the fitted curve at half-maximal effect; % is scaled to controls: 0 for no effect and ±100 for the full control effect; nearly all actives have a fitted effect of over 80% in size
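Eu-cryptate anti-ADP/ADP-d2 competition gives a ratio inversely related to ADP. Enzyme at 25 nM was pre-exposed to compound for 10 min, then given 10 uM ATP for 30 min, 37°C throughout.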
CCT chaperon mod – High-Throughput Screening for Modulators of Cytosolic Chaperonin Activity; 360,000 compounds, 0.3% hits; activity change, % (test concentration not listed), hits read low; purified chaperonin ATPase assay, HTRF ADP detection, 30 min; in the data active = activity change below about -30%; also: % is scaled to controls: 0 for no effect and ±100 for the full control effect
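Nucleotide hydrolysis assay: TRiC at 20–40 nM final (set by batch activity) with 10 uM ATP, 30 min at 37 °C, in presence of 76 uM compound. Detection by competitive ADP HTRF, 30 min ambient.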
EPAC2 agonist – qHTS for Agonist of cAMP-regulated guanine nucleotide exchange factor 4 (EPAC2): primary screen. Potency, µM (titrated, usually from 154 µM), inactives show top-dose activation, most hits filed as activators. Rap guanine nucleotide exchange factor 4 (Homo sapiens), Q8WZA2. EPAC2 activation, biochemical qHTS; response scale: 100% = 6.5 mM cAMP response. AID 720711, 2013. 360,000 compounds, 0.079% hits; also: potency is read from the fitted curve at half-maximal effect; nearly all actives have a fitted effect of over 50% in size
Target sequence (Q8WZA2 whole entry, looked up): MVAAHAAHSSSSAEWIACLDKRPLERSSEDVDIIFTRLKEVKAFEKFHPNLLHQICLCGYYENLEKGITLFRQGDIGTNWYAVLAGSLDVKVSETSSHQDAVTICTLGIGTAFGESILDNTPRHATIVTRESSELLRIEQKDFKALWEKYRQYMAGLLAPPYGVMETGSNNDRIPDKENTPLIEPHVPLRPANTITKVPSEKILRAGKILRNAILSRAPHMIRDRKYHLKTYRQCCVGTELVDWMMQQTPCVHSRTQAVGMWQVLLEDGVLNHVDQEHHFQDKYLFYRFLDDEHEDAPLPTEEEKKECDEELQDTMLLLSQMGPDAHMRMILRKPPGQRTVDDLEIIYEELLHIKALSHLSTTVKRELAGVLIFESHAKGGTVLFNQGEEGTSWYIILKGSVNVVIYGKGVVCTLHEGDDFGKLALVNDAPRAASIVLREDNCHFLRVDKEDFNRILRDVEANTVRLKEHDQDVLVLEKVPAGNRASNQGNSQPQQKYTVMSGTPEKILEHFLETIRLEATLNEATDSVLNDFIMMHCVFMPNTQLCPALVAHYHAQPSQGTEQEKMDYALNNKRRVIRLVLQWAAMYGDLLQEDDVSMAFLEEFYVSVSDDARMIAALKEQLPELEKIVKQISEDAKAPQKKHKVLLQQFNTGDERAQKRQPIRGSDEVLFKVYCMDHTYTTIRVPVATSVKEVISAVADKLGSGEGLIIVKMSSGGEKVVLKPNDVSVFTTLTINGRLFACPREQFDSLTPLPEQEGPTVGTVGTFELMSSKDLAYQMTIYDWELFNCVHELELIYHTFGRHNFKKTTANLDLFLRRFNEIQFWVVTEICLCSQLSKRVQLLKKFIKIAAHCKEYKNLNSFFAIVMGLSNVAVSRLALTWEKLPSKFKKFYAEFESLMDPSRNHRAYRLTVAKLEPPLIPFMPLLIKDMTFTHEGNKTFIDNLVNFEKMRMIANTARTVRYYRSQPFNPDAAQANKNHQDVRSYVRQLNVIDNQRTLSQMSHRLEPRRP
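EPAC2 (100 nM) mixed with Rap1B loaded with BODIPY-GDP (250 nM) plus 50 uM unlabeled GDP; compounds pinned in, 5 min RT, then read every 5 min for 30 min (ex 480, em 540 nm). Normalized to cAMP control.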
Nrf2 block – Nrf2 qHTS screen for inhibitors; A549 ARE-Fluc reporter, luciferase luminescence, 18-24 h; Potency, µM (titrated, usually from 46 µM), inactives show at the highest dose activity change, negative = inhibition, usual class: inhibitors; 360,000 compounds, 2.1% hits; also: potency is read from the fitted curve at half-maximal effect; % is scaled to controls: 0 for no effect and ±100 for the full control effect; nearly all actives have a fitted effect of over 60% in size
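Nrf2 activity is the BugLite luminescence, read 15 min after reagent at room temperature, following CellTiter-Fluor cytotoxicity readout (30 min, 37C). Compound titrations were applied for 18-24 h to 5000 A549 ARE_Fluc cells/well in 5% FBS OPTI-MEM.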
TGFb inhibitor – qHTS for Inhibitors of TGF-b; HepG2 CAGA-GFP TGF-b/SMAD3 reporter, GFP fluorescence, 18 h; TGF-beta stimulated, 500 pg/mL final; 410,000 compounds, 1.2% hits; Potency, µM (titrated, usually from 46.1 µM), for inactives: top-dose activity, negative = inhibition, most hits filed as inhibitors; also: potency is read from the fitted curve at half-maximal effect; % is scaled to controls: 0 for no effect and ±100 for the full control effect; nearly all actives have a fitted effect of over 65% in size
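HEPG2 CAGA-GFP reporter cells (1000/well, DMEM with 1% FBS) received compounds, then recombinant TGF-beta at 500 pg/mL final for 18 hours at 37 degrees C. Per-cell GFP summed per well was normalised to unstimulated and stimulated DMSO controls before curve fitting.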
Akt phos inh – HTS Assay for Inhibitors of Akt Phophorylation: Primary Screen. Neuro2A IGF-stimulated pAkt S473 HTRF, 20 min; active compounds read low. activity change, % for hits at 50 µM. 360,000 compounds, 0.32% hits; in the data active = activity change below about -80%; inconclusive = mostly about -51% to -80%; also: % is scaled to controls: 0 for no effect and ±100 for the full control effect
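Neuro2A cells (4,500/well, DMEM with 0.5% FBS) were treated with compound at a single 50 µM final concentration, stimulated with 6 nM IGF for 20 min at 37 °C, and lysed. Phospho-Akt Ser473 was read by HTRF as 665/615 ratio ×10^4.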
EPAC2 antag – qHTS for Antagonist of cAMP-regulated guanine nucleotide exchange factor 2 (EPAC2): primary screen; Potency, µM (top dose mostly 114 µM), inactives show at the highest dose activity, negative = inhibition, hits mostly inhibitors; EPAC2 GEF exchange of Rap1B-BODIPY-GDP, fluorescence; AID 720708, 2013; Rap guanine nucleotide exchange factor 4 (Homo sapiens), Q8WZA2; 360,000 compounds, 0.18% hits; also: potency is read from the fitted curve at half-maximal effect; % is scaled to controls: 0 for no effect and ±100 for the full control effect; nearly all actives have a fitted effect of over 45% in size; many of its hits are not listed in these tables
A549 viability – Nrf2 qHTS screen for inhibitors: counterscreen for cytotoxicity; Potency, µM (series often up to 46 µM), without a hit: top-dose activity change, negative = cytotoxicity, most hits filed as inhibitors; 390,000 compounds, 0.16% hits; A549 ARE-Fluc cells, CellTiter-Fluor viability, 18-24 h; AID 504648, 2011; also: potency is read from the fitted curve at half-maximal effect; % is scaled to controls: 0 for no effect and ±100 for the full control effect
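A549 ARE_Fluc cells in 5% FBS OPTI-MEM were exposed to compounds in concentration-response for 18-24 h at 37 deg C. Viability was read by CellTiter-Fluor fluorescence (Ex 405/Em 525) after 30 min, before the luciferase read.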
Nrf2 ARE act – qHTS of Nrf2 Activators; AREc32 ARE-luciferase reporter (MCF7-derived line), luminescence, 24 h; Potency, µM (titrated, usually from 46.1 µM), inactives show at the highest dose activation, hits mostly activators; 410,000 compounds, 0.31% hits; also: potency is read from the fitted curve at half-maximal effect; % of control where 0% means no effect; nearly all actives have a fitted effect of over 65% in size
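Steps: seed AREc32_Fluc cells (1000/well, 5% FBS OPTI-MEM); incubate overnight at 37 deg C; add 23 nL compound; incubate 24 hr; add Steady-Glo; hold 30 min RT; read luminescence.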
Numbers without * were called inactive; i = inactive; ? = inconclusive; nt = not tested or not shown; [ ] = dose if it differs, or a comment. Unless noted, calls follow the shape of the dose curve; as a rule, active = well fitted curve in the direction sought with a large enough effect; inconclusive = small, poorly fitted or top-dose-only effect, or another doubt; inactive = no such curve, though single readings can be large; an effect the other way counts as inactive or inconclusive. These rows are one share of the data. The share of hits here may be higher or lower than overall.

Screens in order – MmCpn inh	CCT chaperon mod	EPAC2 agonist	Nrf2 block	TGFb inhibitor	Akt phos inh	EPAC2 antag	A549 viability	Nrf2 ARE act
1: CN(CCOc1ccc(Cl)cc1)c1ccc(S(=O)(=O)N2CCCCC2)cn1
  -8.6%	-3.1	6.8%	?	-5.5%	i	2.6%	-2.2%	0.1%
2: O=c1oc(-c2ccc(Br)o2)nc2ccccc12
  -12.2%	-2.0	20.6%	nt	19.4%	nt	-10.0%	13.1%	-0.6%
3: COC(=O)c1cn[nH]c1NC(=S)Nc1ccccc1C
  -0.5%	-4.2	11.5%	nt	7.2%	i	-2.5%	2.8%	2.5%
4: CN1OC[C@@H]2CN(Cc3cc(Cl)cc(Cl)c3)[C@H](c3cccc(-c4ccccc4)c3)C[C@@H]21
  nt	0.0	13.8%	-15.2%	-18.3%	i	-12.5%	-1.8%	0.6%
5: Cc1cc2c(NCC(C)O)ncnc2s1 (stereo not given)
  nt	-2.4	6.8%	1.1%	?	i	11.6%	-6.9%	0.1%
6: COc1ccc(C(=O)NC(=S)NC2CCCCC2)cc1
  -0.3%	0.5	15.2%	?	-6.2%	i	-2.5%	?	0.8%
7: Cc1ccc2nc(SCC(=O)Nc3cc(C)on3)[nH]c2c1
  2.6%	0.1	-2.5%	6.0%	-4.9%	i	8.0%	-4.4%	-0.2%
8: Cc1cc(C)nc(N2CCCC(C(=O)Nc3nnc(C(C)(C)C)s3)C2)n1 (stereo not given)
  -3.1%	-3.7	6.1%	4.5%	0.0%	i	-5.5%	-3.3%	-1.1%
9: c1cnc2c(-c3cccc4nccn34)cccc2c1
  nt	0.9	0.8%	nt	4.8%	i	-2.1%	nt	0.4%[9.22 µM]
10: N#C/C(=C\c1ccc(O)c(O)c1)C(=O)c1ccc(O)c(O)c1
  -6.8%	-7.0	-7.7%	15.2%	5.9%	i	-22.0%	-6.9%	3.3%

A different layout for some results above:
| no. | SMILES | MmCpn inh | CCT chaperon mod | EPAC2 agonist | Nrf2 block | TGFb inhibitor | Akt phos inh | EPAC2 antag | A549 viability | Nrf2 ARE act |
| --- | --- | --- | --- | --- | --- | --- | --- | --- | --- | --- |
| 5 | Cc1cc2c(NCC(C)O)ncnc2s1 (stereo not given) | nt | -2.4 | 6.8% | 1.1% | ? | i | 11.6% | -6.9% | 0.1% |
| 6 | COc1ccc(C(=O)NC(=S)NC2CCCCC2)cc1 | -0.3% | 0.5 | 15.2% | ? | -6.2% | i | -2.5% | ? | 0.8% |
| 7 | Cc1ccc2nc(SCC(=O)Nc3cc(C)on3)[nH]c2c1 | 2.6% | 0.1 | -2.5% | 6.0% | -4.9% | i | 8.0% | -4.4% | -0.2% |
| 8 | Cc1cc(C)nc(N2CCCC(C(=O)Nc3nnc(C(C)(C)C)s3)C2)n1 (stereo not given) | -3.1% | -3.7 | 6.1% | 4.5% | 0.0% | i | -5.5% | -3.3% | -1.1% |

More compounds follow:
Screens in order – MmCpn inh	CCT chaperon mod	EPAC2 agonist	Nrf2 block	TGFb inhibitor	Akt phos inh	EPAC2 antag	A549 viability	Nrf2 ARE act
11: CC(=O)Nc1ccc(C(=O)N2CCCCC2c2cc(C(=O)Nc3ccccc3Cl)no2)cc1 (stereo not given)
  nt	-0.7	18.6%	nt	9.9%	i	7.5%	nt	3.2%
12: Cc1ccc(C)c(NC(=O)c2ccc(S(=O)(=O)N(C)CC3CCCO3)cc2)c1 (stereo not given)
  nt	-2.0	7.1%	-13.9%	-3.5%	i	-9.0%	2.4%	-0.1%
13: Cc1ccc(C(NC(=O)N2CCCC2)C(Cl)Cl)cc1F (stereo not given)
  3.7%	-1.6	0.6%	2.9%	-26.6%	i	-14.0%	-0.2%	-0.2%
14: O=C(COc1ccc(F)cc1)Nc1ccc2nc(SCc3ccccc3)sc2c1
  nt	nt	nt	6.1%	-23.6%	nt	nt	-0.3%	-1.4%
15: CCOc1cc(CNCCO)cc(Br)c1OCc1ccc(Cl)cc1Cl
  0.1%	-1.2	-82.1%[15.6 µM]	-8.9%	?	nt	-32.6%	-3.2%	-3.9%
16: COc1cc2ncnc(NCc3ccccc3Cl)c2cc1OC
  ?	-0.8	9.2%	?	-19.5%	i	-7.9%	7.0%	5.6%
17: O=C(COc1ncnc2sccc12)N1CCN(C(=O)c2ccco2)CC1
  0.7%	-3.6	19.1%	-1.1%	2.5%	i	4.0%	4.0%	-0.1%
18: CC(C)c1ccc(NC(=O)COC(=O)/C=C/c2cccc(Br)c2)cc1
  0.8%	-0.1	-4.5%	14.1%	6.1%	i	12.5%	-3.7%	-0.4%
19: O=C(NNC(=O)c1sccc1-n1cccc1)c1cccc(Cl)c1
  -2.4%	-0.2	-7.6%	-11.0%	9.7%	i	3.8%	-3.8%	?
20: CCOC(=O)COc1ccc(-c2nnc(-c3ccccc3)o2)cc1
  -3.7%	-1.9	9.9%	1.8%	17.7%	i	-9.8%	0.0%	-0.5%
21: CCS(=O)(=O)c1ccc(N=Nc2ccc(O)c3ncccc23)c(OC)c1
  0.9%	-5.7	-6.8%	?	?	i	-10.0%	18.4µM*	2.0%
22: COc1ccc(N2CCN(c3nc4c(C)cccn4c(=O)c3C=C(C#N)C#N)CC2)cc1
  -0.5%	1.3	2.8%	29.1%	-2.3%	i	2.9%	9.7%	0.6%
23: CCn1c(C)c(CCC(=O)O)c(=O)n2nc(-c3ccccc3OC)cc12
  -2.7%	2.1	-3.3%	?	-1.3%	i	4.3%	2.1%	0.1%
24: Cc1ccc(NC(=O)CSc2nncn2C)c(C)c1
  nt	nt	nt	-14.5%	-2.8%	nt	nt	-3.9%	0.3%
25: O=c1c(-c2ccc(Br)cc2)[n+]([O-])c2ccccc2n1OCc1ccccc1
  -4.4%	-0.7	11.5%	11.7%	5.2%	i	7.2%	0.3%	0.5%
26: O=C(NCc1nc2ccccc2[nH]1)c1ccc(Cl)c(S(=O)(=O)N2CCCC2)c1
  1.5%	-3.1	7.1%	?	-28.9%	i	-1.0%	2.2%	0.1%
27: CC1=C(C(=O)Nc2ccccc2C(=O)N2CCCCC2)SCCO1
  1.5%	-1.8	12.5%	-5.7%	-8.0%	i	-1.4%	0.1%	-0.7%
28: COCP(=O)(c1ccccc1)c1ccccc1
  -0.3%	1.4	8.2%	14.6%	7.4%	i	16.3%	?	0.1%
29: O=C(c1ccccc1)N1CCN(S(=O)(=O)c2cccs2)CC1
  -6.5%	-4.5	6.9%	4.5%	-3.2%	i	-6.3%	12.7%	-0.5%
30: CCc1ccc(NC(=O)c2sccc2-n2cccc2)cc1
  -8.2%	-2.9	20.9%	15.2%	13.5%	i	-0.4%	5.0%	29.7%
31: O=C(CNS(=O)(=O)c1ccc(F)cc1)Nc1ccccc1
  -1.9%	0.0	7.7%	17.2%	-0.8%	i	8.0%	4.9%	0.0%
32: COc1ccc(C(NC(=O)C2CCN(CCCOc3ccccc3)CC2)c2ccccn2)cc1 (stereo not given)
  nt	-0.7	7.6%	nt	11.3%	i	2.7%	nt	-1.2%
33: CCCOc1ccc(C(=O)NCC(c2ccc(OC)cc2)N2CCCCC2)cc1 (stereo not given)
  nt	nt	nt	12.6%	10.0%	nt	nt	-27.5%	0.5%
34: CCOc1ccccc1N=Cc1c(O)n(C)c(=O)n(C)c1=O
  -0.2%	-2.4	3.3%	6.2%	2.3%	i	6.7%	2.1%	7.5%
35: Cc1nc2cc(C(=O)O)ccc2n1-c1ccc(F)cc1F
  -4.2%	0.7	7.8%	10.9%	-7.8%	i	5.7%	10.4%	-0.4%
36: Cc1ccc(SCC(=O)NC2CCS(=O)(=O)C2)cc1C (stereo not given)
  -3.6%	0.1	0.1%	7.9%	-2.3%	i	-5.7%	3.7%	0.3%
37: Cc1ccc(NC(=O)CN2CCCN(Cc3ccccc3Cl)S2(=O)=O)c(C)c1
  nt	nt	nt	16.7%	0.0%	nt	nt	6.4%	0.2%
38: CC(/C=C/c1ccco1)=N/NC(=O)Cc1cccs1
  1.1%	-1.3	0.5%	0.0%	-6.8%	i	-1.4%	-3.9%	?
39: CC(C)C[C@H]1CN=C(Nc2ccccc2)N1CCCCc1ccccc1
  0.4%	-2.0	5.1%	13.7%	-0.6%	i	9.1%	-13.4%	0.1%
40: CCC(CO)NC(=O)c1ccc(-c2nn(C)c(=O)c3ccccc23)cc1 (stereo not given)
  3.6%	-2.4	-2.0%	-5.2%	-6.0%	nt	-3.0%	0.7%	0.8%
41: O=Cc1cc(CCC(=O)O)ccc1O
  ?	-0.2	-3.0%	10.6%	-3.0%	i	16.9%	-1.1%	-0.9%
42: COc1ccccc1N(C(=O)c1ccco1)C(C(=O)NC1CCCC1)c1cccs1 (stereo not given)
  0.7%	-1.4	12.2%	4.3%	-20.0%	i	0.8%	-13.4%	-0.6%
43: Cc1c(O)ccc(C(=O)CN2CCN(c3ccc(F)cc3)CC2)c1O
  -2.2%	-3.9	13.5%	-12.5%	7.4%	i	-5.8%	-7.6%	-0.7%
44: CC(C)S(=O)(=O)c1oc(-c2cccs2)nc1S(=O)(=O)c1ccc(F)cc1
  nt	nt	nt	18.4µM*	2.51µM*	nt	nt	?	-6.4%
